Compound activity (PubChem BioAssay)
Salmonella PhoP GFP: Inhibition of PhoP regulon, Salmonella typhi GFP reporter cells, confirmation, 4 h (AID 1850); inhibition, % at 50 µM; hits with a dose series show IC50 in µM; 310,000 tested, 0.33% active; Salmonella Typhi PhoP-promoter GFP reporter, fluorescence, 4 h; higher % means a stronger effect; in the data active = a potency from the dose series; inconclusive = inhibition mostly from about 25% at the one dose, without a potency; inactive = the rest, 99 in 100 with inhibition below about 19%;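 also: 0% = induced wells with vehicle and 100% = uninduced wells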
M. tuberculosis HTS: M. tuberculosis growth inhibition, HTS (AID 449762) | M. tuberculosis H37Rv growth inhibition, 7H9 media; higher % means a stronger effect | inhibition, % at 25 µM; hits with a dose series show IC50 in µM | 330,000 tested, 0.59% active; in the data active = a potency from the dose series; inconclusive = inhibition above about 70% without an active follow-up result;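 also: bacterial growth assessed after seven days of incubation; strong numbers were not always called active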
VEEV TC-83 Vero: inhibitors of VEEV TC-83 cytopathic effect, confirmation, Vero cells (AID 588727); Vero cells, VEEV TC-83 cytopathic effect inhibition; higher % means a stronger effect; 350,000 tested, 0.13% active; inhibition, % at 20 µM, or IC50 in µM where a hit was titrated; in the data active = a potency from the dose series; inconclusive = inhibition mostly from about 14% at the one dose, without a potency; inactive = the rest, 99 in 100 with inhibition below about 12%; also: strong numbers were not always called active
tuberculosis growth: growth inhibition of non-replicating M. tuberculosis (AID 488890); Mycobacterium tuberculosis non-replicating, growth inhibition; higher % means a stronger effect; inhibition, % at 25 µM; hits with a dose series show IC50 in µM; 320,000 tested, 0.39% active; in the data active = a potency from the dose series; inconclusive = inhibition mostly from about 82% at the one dose, without a potency; inactive = the rest, 99 in 100 with inhibition below about 76%;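 also: plate controls were DMSO cells for no effect and high antibiotic wells for full effect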
influenza NS1A: NS1A inhibition, H1N1 influenza, cell based functional assay (AID 504329); 340,000 tested, 0.3% active; inhibition, % at 12.5 µM, or IC50 in µM where a hit was titrated; NS1A functional cell-based assay, percent inhibition; higher % means a stronger effect; in the data active = a potency from the dose series; inconclusive = inhibition above about 27% without an active follow-up result; also: strong numbers were not always called active
VEEV TC-83 Vero 10K pilot screen: also measured in VEEV TC-83 Vero; calls as there; inhibition, %; measured here: 10K pilot screen inhibition
* = called active by the depositor; i = inactive; ? = inconclusive; . = no result given; & = joins results of further samples.

Start of the data: the first five compounds, to show the layout:
SMILES	Salmonella PhoP GFP	M. tuberculosis HTS	VEEV TC-83 Vero	tuberculosis growth	influenza NS1A	others
Cc1nc2oc3ccccc3c(=O)c2c(=O)n1Cc1ccccc1	1%	-6%	1.2%	7%	-13%
CCOC(CNC(=O)c1ccc2c(c1)nc(C)n2-c1cccc(F)c1)OCC	-9%	-4%	i	1%	2%
O=C1C=C(/C=C/C2C=CC=CC2)C[C@@H](c2ccc(Cl)cc2)C1 (some centres undefined)	.	23%	2.1%	5%	2%
COc1ccc(Cc2nnc(SCC(=O)N(c3ccccc3)C(C)C)n(N)c2=O)cc1	7%	41µM*	0.5%	47%	-1%
C=CC[C@@H](CC(=O)NCCO)C(=O)N[C@@H](C)COC(=O)[C@H](CC=C)CC(=O)OC(C)(C)C	.	-3%	0.1%	-24%	-22%

The list itself, from the first entry:
SMILES	Salmonella PhoP GFP	M. tuberculosis HTS	VEEV TC-83 Vero	tuberculosis growth	influenza NS1A	others
Cc1nc2oc3ccccc3c(=O)c2c(=O)n1Cc1ccccc1	1%	-6%	1.2%	7%	-13%
CCOC(CNC(=O)c1ccc2c(c1)nc(C)n2-c1cccc(F)c1)OCC	-9%	-4%	i	1%	2%
O=C1C=C(/C=C/C2C=CC=CC2)C[C@@H](c2ccc(Cl)cc2)C1 (some centres undefined)	.	23%	2.1%	5%	2%
COc1ccc(Cc2nnc(SCC(=O)N(c3ccccc3)C(C)C)n(N)c2=O)cc1	7%	41µM*	0.5%	47%	-1%
C=CC[C@@H](CC(=O)NCCO)C(=O)N[C@@H](C)COC(=O)[C@H](CC=C)CC(=O)OC(C)(C)C	.	-3%	0.1%	-24%	-22%
COc1cc(OC)c(-c2nc3c[n+](CC(=O)c4ccccc4)ccc3n2C)cc1OC	1%	-1%	0.7%	13%	3%
c1cnc2c(c1)ncc1cscc12	3%	-4%	0.3%	-1%	6%	VEEV TC-83 Vero 10K pilot screen=2.8
O=C(Cc1cccc2ccccc12)Nc1c(F)cccc1F	-8%	8%	0.9%	-5%	-3%
CCSc1nnc(NC(=O)CSc2nnc(C)c(=O)n2N)s1	-6%	1%	0.2%	0%	6%
Cn1cccc1Cc1nnc(SCC(=O)NC2CCCC2)n1CCc1ccccc1	1%	-7%	0.7%	4%	6%
COCCNS(=O)(=O)c1ccc2c(c1)C(=O)c1cc(S(=O)(=O)NCCOC)ccc1-2	-10%	2%	0.3%	18%	-22%
CCc1ccccc1N1C(=O)C2CC=CCC2C1=O (centres undefined)	-5%	-3%	0.4%	-2%	-4%
CC(C)(C)c1ccc(OC(=O)Nc2ccc(O)c(C(=O)O)c2)cc1	-4%	7%	0.3%	13%	-5%
CC(=O)c1c(C)n(-c2ccccc2)c2ccc(O)cc12	-6%	-26%	1.5%	6%	5%
C/C(N)=C(/C#N)C(=O)COC(=O)CNS(=O)(=O)c1ccc(C)cc1	-1%	-4%	i	-24%	8%
COc1ccc(C2/C=C\CN(C(=O)C3CCCC3)[C@H](Cc3ccccc3)C(=O)N2Cc2ccc(F)cc2)cc1 (some centres undefined)	8%	5%	1.5%	30%	2%
CCOC(=O)c1[nH]c2ccc(OC)cc2c1NC(=O)CN1CCc2ccccc2C1	4%	0%	13%	35%	-18%
CCC(=O)NCCc1c[nH]c2ccccc12	0%	3%	1.6%	-2%	-3%
Cc1cc(CNCc2c(C(=O)N3CCCCCCC3)nc3ccc(Cl)cn23)nn1C	8%	-7%	0.3%	21%	-2%
Cc1oc(-c2ccccc2F)nc1CS(=O)CC(=O)N1CCC2(CC1)OCCO2 (centres undefined)	-9%	4%	3.1%	5%	-2%
CCOc1ccccc1N1CCN(C(=S)NCc2ccc(Cl)cc2)CC1	11%	10%	3.8%	8%	-7%
CCCCC(c1nnnn1CCOC)N1CCN(c2cccc(OC)c2)CC1 (centres undefined)	.	.	0.1%	.	-12%
CCOC(=O)c1nnc(-c2ccccc2)[nH]c1=O	-12%	2%	0.1%	36%	6%	VEEV TC-83 Vero 10K pilot screen=0.0
O=C1NC(=O)/C(=C/c2cc3c(cc2Br)OCO3)S1	5%	4%	0.4%	64%	-1%
Cc1ccc2nc(SCC(=O)c3c[nH]c4ccccc34)[nH]c2c1	10%	27%	9.1%	9%	-12%
The results go on.
SMILES	Salmonella PhoP GFP	M. tuberculosis HTS	VEEV TC-83 Vero	tuberculosis growth	influenza NS1A	others
COCc1[nH]nc2c1C(c1sccc1C)C(C#N)=C(N)O2 (centres undefined)	-2%	5%	2.1%	99%	5%
O=C(NNC(=S)Nc1ccc(Br)cc1)c1cccnc1	17%	-4%	0.6%	-2%	-1%
Cc1ccc(-c2cccc(NC(=O)C3C4C=CC(C4)C3C(=O)O)c2)o1 (centres undefined)	-3%	74µM*	0.5%	32%	12%
Cc1ccccc1N/N=C/c1ccc(N2CCOCC2)cc1	5%	17%	0.6%	26%	9%
COc1ccccc1CN(CC(=O)NCC1CCCO1)C(=O)CNS(=O)(=O)c1ccc(C)cc1 (centres undefined)	1%	-9%	3.5%	-5%	-13%
CSc1nc(O)c(N=Nc2ccc(F)cc2F)c(=O)[nH]1	-2%	-4%	1.6%	13%	-6%
Cn1cnnc1Sc1ccc(C(=O)OCC(=O)Nc2ccccc2)cc1[N+](=O)[O-]	9%	-5%	i	4%	-2%
Cc1cc(C)cc(C(=O)OCC(=O)Nc2ncccn2)c1	.	6%	4.0%	8%	-11%
Cc1ccc(S(=O)(=O)N2CC=C(C(=O)NCc3ccccc3)CC2)cc1	-6%	-5%	0.9%	8%	-5%
O=C(CSc1nc2ccccc2c(=O)n1-c1ccc(F)c(Cl)c1)Nc1cccc(S(=O)(=O)N2CCOCC2)c1	-6%	-27%	?	56%	1%
Cc1nc2nc(CSc3nnc(C)s3)cc(=O)n2[nH]1	4%	-4%	0.7%&6.2%	-14%	-23%&5%
COc1ccc(NC(=O)C/C(C)=N/NC(=O)COc2ccc(OC)cc2)cc1	4%	55%	2.9%	-1%	7%
O=C(N=C1SC2CS(=O)(=O)CC2N1Cc1ccccc1)C1CCCCC1 (centres undefined)	1%	-9%	1.3%	7%	9%
CN1CCN(C2CCCCC2NS(=O)(=O)c2ccccc2)CC1 (centres undefined)	-18%	8%	i	21%	16%
COc1ccc2c(c1)CC1(CN2C)C(=O)NC(=O)N(CCc2ccccc2)C1=O (centres undefined)	27%	-2%	3.2%	25%	-2%
COc1ccc(C(C(=O)NC(C)C)N(C(=O)CCC(=O)Nc2nccs2)c2ccccc2F)cc1 (centres undefined)	1%	1%	i	5%	-5%
CCOC(=O)C1CCN(S(=O)(=O)c2ccc3c(c2)CC(C)N3C(=O)C2CCC2)CC1 (centres undefined)	6%	6%	2.9%	26%	6%
CC(C)CC(=O)Nc1cccc(-c2nc3ccccc3[nH]2)c1	12%	-9%	2.8%	5%	-16%
N#Cc1c(C#N)c(SSc2c(C#N)c(C#N)c(N)n2-c2ccccc2)n(-c2ccccc2)c1N	.	.	0.3%	.	-19%
Cc1cc(NC(=O)COC(=O)c2c(C)c(C)c(C)c(C)c2C)no1	.	?	1.7%	44%	-14%
NC(=O)CCn1cnc2ccccc21	8%	4%	0.6%	-11%	1%
CCCCN1C(=O)/C(=C2\SC(N3CCCCC3)=NC2=O)c2ccccc21	-9%	45%	6.5%	68%	27µM*
Cc1cc(C)n(-c2ccc(C(=O)N3CCc4ccccc43)cc2)n1	-4%	-6%	6.3%	21%	2%
CSc1ccccc1NC(=O)CN(C)CC(=O)Nc1ccc(Cl)cc1F	-4%	5%	0.8%	?	-2%
CC(=O)N1CCN(S(=O)(=O)c2cccc(C(=O)NNC(=O)Cn3ccc(C(F)(F)F)n3)c2)CC1	-2%	-11%	0.2%	-5%	1%

Random excerpt: 4 entries already listed
SMILES	Salmonella PhoP GFP	M. tuberculosis HTS	VEEV TC-83 Vero	tuberculosis growth	influenza NS1A	others
COCc1[nH]nc2c1C(c1sccc1C)C(C#N)=C(N)O2 (centres undefined)	-2%	5%	2.1%	99%	5%
Cc1ccccc1N/N=C/c1ccc(N2CCOCC2)cc1	5%	17%	0.6%	26%	9%
COc1ccc(NC(=O)C/C(C)=N/NC(=O)COc2ccc(OC)cc2)cc1	4%	55%	2.9%	-1%	7%
O=C(N=C1SC2CS(=O)(=O)CC2N1Cc1ccccc1)C1CCCCC1 (centres undefined)	1%	-9%	1.3%	7%	9%

(next part)
SMILES	Salmonella PhoP GFP	M. tuberculosis HTS	VEEV TC-83 Vero	tuberculosis growth	influenza NS1A	others
COc1ccc(-c2nnc(SCC(=O)NCc3ccco3)o2)cc1	13%	1%	0.9%	?	-4%
CCOc1cccc(OCCCCN2CCCCC2)c1	0%	-6%	2.3%	2%	-6%
Cc1ccc(NC(=O)c2cccc(S(=O)(=O)N3CCCCC3)c2)cc1	4%	1%	0.9%	18%	4%
Cc1nn2c(COc3ccc(NC(=O)C(C)C)cc3)nnc2c2ccccc12	-8%	-6%	3.5%	-12%	9%
COC(=O)CN(c1ccccc1)S(=O)(=O)c1ccc(F)cc1	2%	1%	0.6%	-23%	1%	VEEV TC-83 Vero 10K pilot screen=0.0
S=C(NCCc1ccccc1)N/N=C/c1ccc(Cl)cc1	8%	66%	0.9%	-6%	1%
Cc1ccc(S(=O)(=O)N2[C@@H](c3ccccc3)C(C(=O)O)=CC[C@H]2c2cccc(Cl)c2)cc1	-11%	-7%	6.0%	25%	-1%
O=C(c1ccc(N2CN(C(=O)c3ccco3)c3nc4ccccc4nc32)cc1)N1CCOCC1	7%	-7%	1.4%	-4%	-4%
COc1ccc(OCC(=O)NCCNC(=O)c2ccncc2)cc1	9%	-1%	1.0%	-32%	2%
O=C(Nc1nc(-c2ccccc2)c(-c2ccccc2)s1)c1ccc(S(=O)(=O)N(CCCl)CCCl)cc1	4%	10%	2.1%	-16%	-6%
COC(=O)c1cccc(NC(=S)Nc2cccc(Cl)c2Cl)c1	-11%	-1%	1.6%	77%	4%
CCCC12CN3CCN(CC(C3)/C1=N\NC(=O)c1ccc(F)cc1)C2	7%	18%	0.9%	14%	0%
CCN(CC(=O)NC1CCS(=O)(=O)C1)c1nc(-c2ccccc2)nc2ccccc12 (centres undefined)	-1%	-5%	8.7%	4%	-1%
C/C(=N\n1c(C)nc2ccccc2c1=O)c1ccc(C)o1	-4%	-17%	0.9%	-8%	-22%
COCCNC(=O)c1c(CSc2ccccc2)noc1C(=O)NCc1ccccc1	11%	-7%	0.1%	10%	-3%
O=C(NC12CC3CC(CC(C3)C1)C2)c1ccc(-c2cccc(Cl)c2)o1	5%	?	4.2%	69%	3%
CC(SCc1ccccc1)C(=O)NN=C1CCN(C)CC1 (centres undefined)	-7%	-2%	0.2%	0%	4%
COC(=O)c1ccccc1NC(=O)COC(=O)c1ccccc1N=Nc1ccc(N(C)C)cc1	9%	5%	7.3%	?	21µM*
Cn1c(SCc2cccnc2)nc2cccnc21	-8%	6%	0.5%	.	5%
CCC(C)[C@@H](C(=O)N1CCNCC1)n1cc(CCCCN)nn1 (some centres undefined)	-1%	-5%	0.0%	0%	9%
CS(=O)(=O)NNC(=O)Cn1nnc(-c2cc(C(F)(F)F)cc(C(F)(F)F)c2)n1	-2%	2%	1.2%	-9%	.
COc1cccc(/C=C/C(=O)OCC(=O)Nc2ccc(N3CCOCC3)cc2)c1OC	5%	-2%	0.8%	0%	9%
CC1CCC2(CC1)NC(=O)N(CC(=O)Nc1cc(S(=O)(=O)N3CCCC3)ccc1Cl)C2=O (centres undefined)	.	2%	i	-1%	-2%
Cc1cccc([C@@H]2[C@@H]3C(=O)N(Cc4ccccc4)C(=O)[C@@H]3[C@]3(C)C(=O)N(c4cccc(Cl)c4)C(=O)N23)c1	-6%	3%	0.1%	29%	8%
Cc1c(NC(=O)C2CCCN(S(=O)(=O)c3cnc[nH]3)C2)c(=O)n(-c2ccccc2)n1C (centres undefined)	4%	-1%	0.0%	.	-4%
Further records follow:
SMILES	Salmonella PhoP GFP	M. tuberculosis HTS	VEEV TC-83 Vero	tuberculosis growth	influenza NS1A	others
COc1ccc(C(CNC(=O)COc2ccc(F)cc2Br)N2CCCC2)cc1 (centres undefined)	-14%	4%	0.3%	22%	9%
COc1ccc2cc3cc(C(=O)NCCN4CCN(Cc5ccccc5)CC4)oc3nc2c1	4%	65%	i	73%	1%	VEEV TC-83 Vero 10K pilot screen=5.1
Nc1nc(SCc2ccccn2)c2ncn(C3OC(CO)C(O)C3O)c2n1 (centres undefined)	.	.	1.5%	.	-20%
CC(C)CC1Nc2ncnc(N3CCCCC3)c2N(Cc2ccccc2)C1=O (centres undefined)	0%	2%	5.6%	36%	-8%
COc1cccc(-c2noc(CCC(=O)NC3CCCC3)n2)c1	-2%	-6%	6.3%	-2%	-11%
O=C(O)COc1ccc(C(=O)c2ccccc2)cc1	0%	-5%	0.4%	19%	-26%
